From PubChem BioAssay
RmlCD inh 1536 = blocks M. tuberculosis RmlC and RmlD coupled enzymes | P9WH09+P9WH11 | RmlC+RmlD coupled enzyme assay, percent inhibition; primary screen in compound mixtures | inhibition, % at 3.6 µM | hit rate 0.03% among 160,000; in the data active = inhibition mostly above about 34%, no sharp cut-off; note: some results filed as inactive read as strong as hits
Target sequence (P9WH09 whole entry, looked up): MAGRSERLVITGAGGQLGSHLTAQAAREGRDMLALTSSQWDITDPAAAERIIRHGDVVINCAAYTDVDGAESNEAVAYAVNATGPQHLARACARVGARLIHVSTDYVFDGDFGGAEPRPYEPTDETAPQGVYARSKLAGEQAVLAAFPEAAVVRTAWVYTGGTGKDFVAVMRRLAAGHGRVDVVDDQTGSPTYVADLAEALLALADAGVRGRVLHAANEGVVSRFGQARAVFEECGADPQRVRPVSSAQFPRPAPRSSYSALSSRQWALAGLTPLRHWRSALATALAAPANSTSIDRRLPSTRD
Target sequence (P9WH11 whole entry, looked up): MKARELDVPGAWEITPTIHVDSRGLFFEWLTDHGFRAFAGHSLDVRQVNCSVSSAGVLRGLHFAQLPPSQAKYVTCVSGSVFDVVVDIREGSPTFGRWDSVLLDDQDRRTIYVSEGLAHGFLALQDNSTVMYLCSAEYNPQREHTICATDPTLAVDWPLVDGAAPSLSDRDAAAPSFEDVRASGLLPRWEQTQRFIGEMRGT
M. tuberculosis GlmU = inhibition of mycobacterial GlmU enzyme – biochemical, glucosamine-1-phosphate acetyltransferase (AID 1376); M. tuberculosis GlmU acetyltransferase enzyme assay; higher % means a stronger effect; one-dose inhibition, %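 (tested at 30 µM in the primary screen)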; IC50 in µM for titrated hits; hit rate 0.25% among 220,000; in the data active = inhibition above about 13%;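 note: 0% = complete reaction with vehicle and 100% = reaction without substrate; strong numbers were not always called active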
* marks the source's active call; other numbers are inactive results; nt = not tested or not shown. These rows are one share of the data, so the mix of outcomes need not match the whole.

SMILES	RmlCD inh 1536	M. tuberculosis GlmU
C=CCn1c(SCC(=O)Nc2cc(C)on2)nnc1C1COc2ccccc2O1 (stereo not given)	-8	3.5%
CN(C)CCNC(=O)/C(=C/c1cccc([N+](=O)[O-])c1)NC(=O)c1ccccc1	-4	-6.3%
O=C(O)c1cc(-c2ccccc2)nn1CC1CC(c2cccnc2)=NO1 (stereo not given)	nt	0.8%
C=CCc1cccc(/C=N/NC(=O)c2ccccc2OC)c1O	2	-5.5%
COc1ccccc1NC(=O)C1=C(C)Nc2nc3ccccc3n2C1c1cccs1 (stereo not given)	10	3.3%
COc1ccccc1NS(=O)(=O)c1ccc(O)c(C(=O)OCC(=O)N2CCc3ccccc32)c1	nt	4.2%
Cc1ccc2[nH]c(SCC(=O)N3CCOCC3)nc2c1C	nt	-1.0%
CC(=O)COc1ccc2c(C)c(-c3ccccc3)c(=O)oc2c1	nt	-5.5%
COc1cc(NC(=O)c2ccco2)c(OC)cc1NC(=O)CCC(=O)Nc1cccc(C)c1C	nt	1.3%
COc1ccc(N(C)S(=O)(=O)c2cccc(C(=O)NC3=NCCS3)c2)cc1	-3	1.2%
COc1ccccc1NC(=O)c1cc(S(=O)(=O)NCc2ccccc2)ccc1F	12	-6.1%
CC(=O)Nc1sc(N/N=C\c2ccccc2Cl)nc1-c1cccs1	-6	-5.5%
C=CCN1CCN(c2ccncc2S(=O)(=O)N2CCOCC2)CC1	-2	0.6%
O=C(OC1Cn2c(=O)ccc(=O)n2C1)c1ccccc1	4	4.7%
CCOC(=O)C1=NN(C(=O)c2ccco2)C2(CC2)C1	13	1.1%
CCN(CC)C(=O)CN1CCN(c2ncccn2)CC1	-4	-4.1%
COc1ccc(/C=C/C(=O)OCc2nc3ccccc3c(=O)[nH]2)c(OC)c1	-2	nt
Cc1ccc(F)cc1CNC(=O)c1cc(COc2ccc3ncccc3c2)on1	-7	2.4%
Nc1nc(SCc2nc3scc(-c4ccccc4)c3c(=O)[nH]2)n[nH]1	8	-5.4%
O=C(CSc1nnc(CNc2ccc(F)cc2)o1)N1CCCc2ccccc21	8	3.0%
Cc1cc(=O)n2[nH]c(C)cc2n1	69	-1.3%
CN(C)c1cccc2c(C#N)ccc(N(C)C)c12	7	4.8%
S=C1NC(c2cccs2)=CC(c2ccc(Br)cc2)N1 (stereo not given)	6	11%
CCCc1c(C)nc2ccccc2c1SCCC#N	-6	-3.5%

Reformatted with each value named: part of the list above.
O=C(OC1Cn2c(=O)ccc(=O)n2C1)c1ccccc1
  RmlCD inh 1536 = 4	M. tuberculosis GlmU = 4.7%

CCOC(=O)C1=NN(C(=O)c2ccco2)C2(CC2)C1
  RmlCD inh 1536 = 13	M. tuberculosis GlmU = 1.1%

Continued.
SMILES	RmlCD inh 1536	M. tuberculosis GlmU
O=[n+]1c2c(n([O-])c3c1CCC3)CCCC2	26	-2.3%
Cc1cc(C(=O)NC(C)c2ccncc2)cs1 (stereo not given)	-2	-2.4%
C=C(C)c1cccc(C(C)(C)NC(=O)N2CCC(C(N)=O)CC2)c1	3	1.9%
O=C(COC(=O)c1cc[n+]([O-])cc1)Nc1ccc(SC(F)F)cc1	nt	0.9%
Cc1cc(C)c(S(=O)(=O)Nc2ccnc(-c3cccnc3)n2)c(C)c1	nt	-1.7%
Cc1cc(C(=O)NNC(=S)NCc2ccco2)nn1C	3	-5.0%
COc1ccc(C2CC(c3cccc(OC)c3OC)n3nnnc3N2)cc1 (stereo not given)	nt	0.2%
NC(=O)C1CCN(C(=O)CSc2nc3ccccc3o2)CC1	-6	nt
Cc1ccc(N/C=C/C(=O)c2sc(-c3ccccc3)nc2C)cc1	-5	5.0%
O=C(CN1C2=NCCN2c2ccccc21)c1ccc(Br)cc1	1	-3.7%
O=C(COc1ccc(Cl)cc1)c1ccc(O)cc1O	4	-5.8%
COC(=O)C1(S(=O)(=O)c2ccc(C)cc2)CCOCC1	nt	-5.8%

Complete entries as entered above:
Record of Cc1cc(C(=O)NNC(=S)NCc2ccco2)nn1C → RmlCD inh 1536 = 3; M. tuberculosis GlmU = -5.0%
Record of COc1ccc(C2CC(c3cccc(OC)c3OC)n3nnnc3N2)cc1 (stereo not given) → RmlCD inh 1536 = nt; M. tuberculosis GlmU = 0.2%
Record of COC(=O)C1(S(=O)(=O)c2ccc(C)cc2)CCOCC1 → RmlCD inh 1536 = nt; M. tuberculosis GlmU = -5.8%

New compounds follow
SMILES	RmlCD inh 1536	M. tuberculosis GlmU
CC(=O)c1ccc(OC(C)C)c(CC(C(N)=O)C(N)=O)c1	nt	-0.8%
O=C1c2ccccc2C(=O)N1CCC1=CCCCC1	nt	2.3%
CC1CCCCN1S(=O)(=O)c1ccc(N(C(=O)c2cnccn2)C(C(=O)NC2CCCC2)c2cccs2)cc1 (stereo not given)	-12	0.5%
CCn1c(SCC(=O)N/N=C/C=C\c2ccco2)nc2ccccc21	9	1.8%
Cc1csc(SCC(=O)NC(=O)NCc2ccccc2)n1	nt	2.7%
O=[N+]([O-])c1ccc(Sc2n[nH]c(-c3ccc(Cl)cc3Cl)n2)nc1	10	0.8%
CC(=O)N(OCc1ccc(OC(C)C)c(Cl)c1)C(C)=O	5	-4.6%
CCOC(=O)C(CC)Sc1nnc2c3cc(C)ccc3n(C)c2n1 (stereo not given)	17	-4.8%
COc1ccc(N2CN=C3SCC(=O)N3C2)cc1	nt	1.1%
O=C(CN1C(=O)CSc2ccccc21)N1CCc2ccccc21	-4	nt
COc1ccc(NC(=O)c2cc(=O)[nH]c(=O)[nH]2)cc1S(=O)(=O)Nc1ccccc1Cl	5	0.8%
O=C(N/N=C/c1ccccc1[N+](=O)[O-])c1ccc2nc[nH]c2c1	4	3.5%
CC1CCN(C(=O)CC#N)CC1	-10	1.6%
Cn1cccc1Cc1nnc(SCC(=O)Nc2ccc3c(c2)OCCO3)n1-c1ccc(F)cc1	-6	2.1%
CCC(C)NC(=O)c1c(N)n(CCCOC)c2nc3ccccc3nc12 (stereo not given)	5	0.3%
Cc1nc2cc(NC(=O)Nc3ccccc3Cl)ccc2n1C	15	-2.7%
COCCNC(=O)Cn1c(=O)n(Cc2ccc(C(=O)NCCc3ccc(OC)c(OC)c3)cc2)c(=O)c2ccccc21	-7	-3.7%
Cc1noc(NC(=O)c2ccccc2C(F)(F)F)c1C#N	7	2.3%
Cc1cccc(NC(=O)c2ccc(N3CCOCC3)c([N+](=O)[O-])c2)n1	-11	3.0%
O=C1N=C(N2CCOCC2)S/C1=C/c1ccc(-c2ccc(F)cc2)o1	5	0.3%
FC(F)(F)c1nc2cc3nc4ccccc4[nH]c3cc2n1	-12	3.2%
Cc1ccccc1CC(=O)c1ccc(O)c(C)c1O	-10	1.2%
CSc1nnc(-c2cccn(Cc3cccc(Cl)c3)c2=O)o1	-2	1.3%
C=CCOc1ccc(/C=N/Nc2ccccn2)cc1OC	-6	-4.1%
COC(=O)c1cc(NS(=O)(=O)c2ccc(OC)c(OC)c2)ccc1Cl	nt	2.2%
CC(C)n1c(NCc2ccc(N(C)C)cc2)nc2ccccc21	nt	7.6%
Cc1cc(/C=N/n2cnnc2)c(C)n1-c1ccc2c(c1)OCO2	nt	3.8%
COc1ccc(CCN2C(=O)CC(N3CCN(S(=O)(=O)c4ccccc4)CC3)C2=O)cc1 (stereo not given)	14	3.5%
CCOC(=O)C1=C(C)N=C2SC(C(=O)OC)=CC(=O)N2C1c1cc(OC)c(OC)c(OC)c1 (stereo not given)	9	2.5%
O=C(c1n[nH]c(=O)c2ccccc12)N1CCC2(CC1)OCCO2	nt	3.1%
Cc1ccc(-n2nnnc2SCC(=O)N2CCCCC2)cc1	-9	1.8%
O=C(CCN1CCOCC1)Nc1ccccc1	-22	-1.5%
CCC(C)NC(=O)Cc1c(OC)ccc2cc(Br)ccc12 (stereo not given)	9	-0.1%
O=C(Oc1ccc2c3c(c(=O)oc2c1)CCCC3)c1cccs1	-49	2.6%
O=c1oc2cc(O)ccc2cc1-c1ccc(F)cc1	-9	7.9%
O=C(Nc1ccc(N2CCOCC2)c(Cl)c1)c1c(F)c(F)c(F)c(F)c1F	-3	2.9%
Cn1cnnc1Sc1ccc(/C=C(\CCC(=O)O)c2nc3ccccc3s2)cc1[N+](=O)[O-]	9	6.5%
COc1ccc(C(=O)Oc2ccc(C(=S)N3CCCC3)cc2)cc1OC	0	-2.1%
CCCCN(C)C(=O)c1coc(=O)c2ccccc12	nt	-3.4%
CCN1CCN(c2ccc([N+](=O)[O-])cc2C=C2C(=O)NC(=O)NC2=O)CC1	-4	-6.0%
C=CCn1c(SCCCCCC)nc(O)cc1=O	-28	9.0%
Cc1csc(Sc2ccc([N+](=O)[O-])cc2C(=O)OCC(=O)NC2CCCC(C)C2C)n1 (stereo not given)	10	5.5%
Cc1ccccc1OCCC(=O)Nc1cccc(S(=O)(=O)Nc2ccccc2Cl)c1	-2	-6.7%
Cc1[nH]n(C(N)=S)c(=O)c1N=Nc1ccc2ccccc2c1	3	-2.0%
CC1=C(C)[N+](=O)C2(O)CCCCC2(C)N1[O-] (stereo not given)	10	0.0%
CC1(C)CC(=O)C=C(NCC(=O)O)C1	nt	7.9%
C=CCn1c(C2CCCCC2)n[nH]c1=S	nt	0.4%
CC1CC2=C(C(=O)O1)C(c1ccc(Cl)cc1)Nc1ccccc1N2 (stereo not given)	-9	-2.0%
O=C(Cc1ccc(-n2c(=O)c3ccccc3n(CC(=O)Nc3ccc(F)cc3F)c2=O)cc1)NCc1ccco1	10	-7.5%
CC1(C)C2C/C(=N\O)C(C)(/[N+]([O-])=C/c3cccc([N+](=O)[O-])c3)CC21 (stereo not given)	-5	-2.5%
O=C1S/C(=C\c2ccc(N3CCOCC3)o2)C(=O)N1Cc1c(F)cccc1Cl	nt	1.5%
Cc1ccc(NC(=O)CC2CS(=O)(=O)CC2CC(=O)Nc2ccc(C)c(C)c2)cc1C (stereo not given)	17	2.3%
Cc1ccc(S(=O)(=O)N/N=C/c2ccccc2O)cc1[N+](=O)[O-]	5	-0.3%
Oc1ccc(Cc2ncc(C(F)(F)F)cc2Cl)cc1	3	-2.1%
CNC(=O)/C=C1\NC(C)(C)Cc2c1ccc1ccccc21	nt	-2.2%
CN(CC(=O)Nc1ccc(F)c(F)c1F)C1CCCCC1	-10	-0.7%
C/C=C(\C)c1nnc(NC(=O)C(C)C)s1	6	0.0%
O=C(O)CCC(=O)N1CCc2cc(S(=O)(=O)N3CCN(c4ccc(F)cc4)CC3)ccc21	-11	-1.1%
COc1ccc(NS(=O)(=O)c2cc(C)ccc2NC(=O)c2cc(C)oc2C)cc1	8	8.1%
Cc1ccc(N(CC(=O)Nc2ccc(F)cc2)S(=O)(=O)N2CCCC2)cc1	11	-3.9%

Later entries:
SMILES	RmlCD inh 1536	M. tuberculosis GlmU
O=C(COc1ccc2c3c(c(=O)oc2c1)CCC3)c1ccc2c(c1)OCO2	-16	0.4%
COc1ccc(N2CCN(c3ccc([N+](=O)[O-])cc3Cl)CC2)cc1	14	3.0%
CCOC(=O)C1CCN(C(=O)c2ccccc2N(C)S(C)(=O)=O)CC1	-10	2.5%
O=S(=O)(NCc1ccccc1)c1ccc(S(=O)(=O)N2CCCCC2)cc1	-3	-5.1%
O=C(CCOc1ccccc1)Nc1cccc([N+](=O)[O-])c1	13	0.2%
COC(=O)c1ccc(Cl)c(NC(=O)NC2CCCCC2)c1	nt	2.2%
CC(C)CC(=O)NC(=S)N(Cc1ccccc1)Cc1ccccc1	-13	3.0%
Cn1nc(-c2ccc(OCC(=O)N3CCN(Cc4ccccc4)CC3)cc2)c2ccccc2c1=O	5	-2.5%
CCc1cccc(C)c1NC(=S)N(CCCN1CCOCC1)Cc1cccnc1	-3	0.1%
CC(C)OC(=O)CN1CCN(C2c3ccccc3-c3ccccc32)CC1	nt	3.5%
O=C(NC1CCCCC1)[C@H](CSCc1ccccc1)N1Cc2ccccc2C1=O	nt	-6.5%
CC(C)(C)c1nnc(NC(=O)CS(=O)(=O)Cc2ccccc2)s1	9	2.3%

Rewritten with bars between the fields: seven of the compounds above
SMILES | RmlCD inh 1536 | M. tuberculosis GlmU
O=C(Oc1ccc2c3c(c(=O)oc2c1)CCCC3)c1cccs1 | -49 | 2.6%
COc1ccc(CCN2C(=O)CC(N3CCN(S(=O)(=O)c4ccccc4)CC3)C2=O)cc1 (stereo not given) | 14 | 3.5%
CCC(C)NC(=O)c1c(N)n(CCCOC)c2nc3ccccc3nc12 (stereo not given) | 5 | 0.3%
COc1ccccc1NC(=O)C1=C(C)Nc2nc3ccccc3n2C1c1cccs1 (stereo not given) | 10 | 3.3%
Cc1cccc(NC(=O)c2ccc(N3CCOCC3)c([N+](=O)[O-])c2)n1 | -11 | 3.0%
CC(C)(C)c1nnc(NC(=O)CS(=O)(=O)Cc2ccccc2)s1 | 9 | 2.3%
Cc1ccc2[nH]c(SCC(=O)N3CCOCC3)nc2c1C | nt | -1.0%

New compounds follow:
SMILES	RmlCD inh 1536	M. tuberculosis GlmU
O=C(NCC1CCCO1)Nc1ccc2c(c1)OCO2 (stereo not given)	11	-5.4%
C/C(=N\NC(=O)c1cccs1)C(C)(C)C	15	-3.1%
Cn1c(SCC(=O)c2ccccc2)nnc1-c1cccs1	nt	3.0%
CCCCOc1ccc(N=Nc2ccc(N)nc2N)cn1	-6	-3.4%
Cn1cccc1Cc1nnc(SCC(=O)N2CCCc3ccccc32)n1-c1ccc(F)cc1	-7	6.3%
Cc1c(C(=O)Nc2ccccc2)sc2nc3n(c(=O)c12)CCCCC3	nt	0.1%
Cc1nnsc1-c1onc(C)c1C(=O)O/N=C/c1ccc(Cl)cc1	18	1.3%
O=C(Cc1ccccc1)Nc1ccc(NC(=O)c2cccs2)cc1	-11	-1.2%
CCOC(=O)Cc1csc(NC(=S)NC(=O)c2ccccc2Br)n1	-10	-7.5%
CCc1cccc2c(/C=N/NC(=O)c3cccc(S(=O)(=O)Nc4ccccc4Cl)c3)c[nH]c12	2	5.1%
CCN(CC)S(=O)(=O)c1ccc(N2CCCC2)c(C(=O)OCC(=O)N2CCCC2)c1	-11	-0.2%
COc1nc(NC(C)(C)C)nc(Oc2ccc(=O)n(C)n2)n1	3	-4.7%
COc1ccc(S(=O)(=O)N2CCN(C(=O)NC3CCCCC3)CC2)cc1OC	-6	-1.4%
